High-throughput results from PubChem.
TNAP inh Pi: blocks human TNAP phosphate release | purified TNAP, pNPP, malachite green phosphate absorbance | inhibition, % at 20 µM | 21,000 tested, under 10 active | AID 614
Target sequence (P05186 whole entry, looked up): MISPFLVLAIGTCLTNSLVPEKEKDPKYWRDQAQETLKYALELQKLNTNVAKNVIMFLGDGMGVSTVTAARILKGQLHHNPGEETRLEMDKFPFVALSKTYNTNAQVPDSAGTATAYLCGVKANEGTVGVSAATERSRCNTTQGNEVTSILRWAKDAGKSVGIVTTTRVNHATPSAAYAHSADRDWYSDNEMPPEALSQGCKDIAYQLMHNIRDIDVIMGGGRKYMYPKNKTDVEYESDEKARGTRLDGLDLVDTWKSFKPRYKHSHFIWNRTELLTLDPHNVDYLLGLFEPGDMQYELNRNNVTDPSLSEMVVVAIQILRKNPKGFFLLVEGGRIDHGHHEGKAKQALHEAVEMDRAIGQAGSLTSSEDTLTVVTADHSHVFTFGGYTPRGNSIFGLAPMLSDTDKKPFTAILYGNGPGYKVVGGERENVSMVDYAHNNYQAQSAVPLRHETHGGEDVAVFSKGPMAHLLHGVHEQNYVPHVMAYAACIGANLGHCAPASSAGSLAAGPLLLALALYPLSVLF
TNAP pNPP inh: human TNAP inhibition, p-nitrophenol detection; inhibition, % at 20 µM; 21,000 tested, under 10 active; purified TNAP, pNPP hydrolysis, absorbance 405 nm; P05186;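 further: 0% = DMSO only wells and 100% = 1 mM levamisole wells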
Numbers without * were called inactive.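 How the source made its calls: active means inhibition above 50% at the 20 µM single-dose screen; inactive means the rest.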 The list is partial; the hit share may differ from the screen's.

no.	TNAP pNPP inh	TNAP inh Pi	SMILES
1	-2	5	C=CCn1c(Cc2cccs2)nnc1SCC(=O)c1ccc(F)cc1
2	2	6	N#CC(C(=O)NC1CCCCC1)c1nc2ccccc2nc1N1CCCCC1 (stereo not given)
3	7	0	O=C(NCCN1CCOCC1)Nc1ccc(Cl)cc1
4	0	0	O=C(COc1ccc(S(=O)(=O)N2CCCC2)cc1Cl)NCc1ccco1
5	-1	6	Cn1c(=O)[nH]c(=O)c2c1nc(N1CCN(c3cccc(Cl)c3)CC1)n2CCCc1ccccc1
6	4	12	COC(=O)CSc1nnc(-c2ccco2)n1Cc1ccco1
7	2	5	O=C(CC(=O)c1ccccc1)Nc1ccc2c(c1)OCCO2
8	2	8	Cc1cc(C)n(-c2nc3c(c(=O)[nH]c(=O)n3C)n2Cc2ccccc2)n1
9	4	20	COc1ccccc1N1CCN(C(=O)c2ccncc2)CC1
10	4	6	CCOC(=O)c1ccc(CC2S/C(=C(\C#N)C(C)=O)NC2=O)cc1 (stereo not given)
11	5	12	CC1Cc2ccccc2N1C(=O)CSc1nnc(-c2ccc(S(=O)(=O)N3CCCCC3)cc2)o1 (stereo not given)
12	6	11	COC(=O)CN1CCN(C(c2ccccc2)c2ccccc2)CC1
13	6	-2	O=C(c1cc2ccccc2oc1=O)N1CCCC1
14	0	-4	O=C(COc1ccc(F)cc1)NCC1CCCO1 (stereo not given)
15	4	20	COc1ccc(CCNC2=NCCS2)cc1
16	3	7	O=C(O)c1ccc(S(=O)(=O)Nc2ccc(F)c(Cl)c2)cc1
17	11	-3	CC1(C)Cc2c(C#N)c(SCCOc3ccccc3)nc(N3CCOCC3)c2CO1
18	-2	17	CCCC12CN3CC(C)(CN(C1)C31C(=O)Nc3ccc(C)cc31)C2=O (stereo not given)
19	4	7	CN(c1ccc(C(=O)Nc2ccccc2C(=O)N2CCCC2)cc1)S(C)(=O)=O
20	4	11	COC(=O)c1ccccc1NC(=O)CSc1nnc(CNS(=O)(=O)c2ccc(C)cc2)n1C

(list continues)
no.	TNAP pNPP inh	TNAP inh Pi	SMILES
21	-2	0	COc1cc2nc3c4ccccc4n(CC#N)c3nc2cc1OC
22	0	0	CC(=O)Nc1cccc(-c2nnc(SCc3ccccc3C#N)n2C)c1
23	-1	19	CCOC(=O)C1=C(N)n2c(s/c(=C/c3ccco3)c2=O)=C(C(=O)OC)C1c1ccco1 (stereo not given)
24	0	5	CC1(C)CC(=O)C(Sc2nnc(-c3ccc(NS(C)(=O)=O)cc3)n2Cc2ccco2)C(=O)C1
25	0	0	Nc1nc(F)nc2c1ncn2[C@@H]1O[C@H](CO)[C@@H](O)[C@@H]1O
26	8	12	COC(=O)c1cccc(-n2nnnc2SCC(=O)Nc2cc(C)on2)c1
27	0	0	CC(=O)NCCCCCCNC(C)=O
28	3	6	COc1cccc(OC)c1C(=O)N1CC(C)OC(C)C1 (stereo not given)
29	6	-4	Cc1cc(C)nc(NC(=NCc2ccc3c(c2)OCO3)NC(=O)Nc2ccccc2)n1
30	-2	6	CCn1c(SCC(=O)NC(=O)Nc2ccc3c(c2)OCCO3)nnc1-c1cccs1
31	3	9	Cc1ccc(C)c(NC(=O)CSc2nnc([C@@H]3CCCN3C(=O)OC(C)(C)C)o2)c1
32	3	7	CCn1cc(C(=O)NCC2CCCO2)c(=O)c2cc(F)c(N3CCN(C)CC3)cc21 (stereo not given)
33	3	11	O=C1c2ccccc2C2NC(=O)C3(CCCCC3)N12 (stereo not given)
34	5	17	Clc1cccc(Cl)c1Cn1cnc2c(N3CCCCCC3)ncnc21
35	3	14	O=C(CCC1CCCC1)Nc1ccon1
36	4	9	NC(=O)CSc1nnc2n(-c3ccccc3)c(=O)c3c4c(sc3n12)CCCCC4
37	2	5	CCCc1cc(=O)n2[nH]c(NCc3ccccc3F)nc2n1
38	2	15	CCN(CC)c1ccc2c(C)c(CN3CCOCC3)c(=O)oc2c1
39	2	8	Nc1c(C(=O)NCc2ccc3c(c2)OCO3)c2nc3ccccc3nc2n1CCCN1CCOCC1
40	7	13	CCN1CCN(C(c2ccccc2)c2nnnn2CCc2ccc(OC)c(OC)c2)CC1 (stereo not given)

A second format for part of the listing above.
9) COc1ccccc1N1CCN(C(=O)c2ccncc2)CC1
  TNAP pNPP inh: 4	TNAP inh Pi: 20

10) CCOC(=O)c1ccc(CC2S/C(=C(\C#N)C(C)=O)NC2=O)cc1 (stereo not given)
  TNAP pNPP inh: 4	TNAP inh Pi: 6

Remaining list, next part:
no.	TNAP pNPP inh	TNAP inh Pi	SMILES
41	4	-19	Cc1nc2ccccc2c2nc(NC(=O)Cc3ccccc3)nn12
42	0	0	CCOC(=O)c1ccccc1NC(=O)c1ccc(Cl)c(S(=O)(=O)N2CCOCC2)c1
43	7	12	CC1(C)CC(=O)C(C=NCC(O)c2ccccc2)=C(O)C1 (stereo not given)
44	5	13	CCCCCCn1cc(C(=O)O)c(=O)c2ccccc21
45	-2	8	CC(CNC(=O)c1cncc(O)c1)NC(=O)c1cncc(O)c1 (stereo not given)
46	-14	-3	O=C(/C=N/O)NCCN1CCCCC1
47	2	11	COC(=O)N1CN(C(=O)OC)CN(C(=O)OC)C1
48	4	10	O=C(c1ccco1)N1CCN(C(=O)C2CCCO2)CC1 (stereo not given)
49	10	11	Cc1nc2ccccc2nc1CSc1nncs1
50	0	0	Cc1ccc(-c2nnc(SCC(=O)N3CCCc4ccccc43)n2N)cc1
51	0	-9	CCCCc1[nH]nc2c1C1(C(=O)N(CC)c3ccccc31)C(C#N)=C(N)O2 (stereo not given)
52	0	6	COc1cccc(C2/C(=C(\O)c3c(C)nc4c(C)cccn34)C(=O)C(=O)N2CCCN(C)C)c1 (stereo not given)
53	6	-1	C=CCn1c(Cc2nc3ccc(Cl)cc3[nH]2)n[nH]c1=S
54	0	4	O=C(CCNc1cc(Cl)cc(Cl)c1)c1ccco1
55	4	8	Cc1ccc2c(CC(=O)O)coc2c1
56	1	8	CCC1(C)N(O)C(C)(C)C(c2ccc(OC)cc2)=[N+]1[O-] (stereo not given)
57	3	-8	Cc1ccccc1-c1n[nH]c(=S)o1
58	1	5	CCOC(=O)CC(=O)CSc1nnc2sc3ccccc3n12
59	4	2	Cc1ccc(C(C(=O)NC2CCCCC2)N(CCC(C)C)C(=O)CNC(=O)c2ccco2)o1 (stereo not given)
60	-1	4	COc1ccc(CN2CCN(C(=O)c3cccnc3)CC2)cc1Br

The list continues.
no.	TNAP pNPP inh	TNAP inh Pi	SMILES
61	-2	6	Cc1ccc(-c2nn(-c3ccccc3)c3[nH]c(=O)c(CNCCN(C)C)cc23)cc1
62	3	-13	CCCCOc1cccc(C2(C(=O)O)CCCC2)c1
63	3	8	COC(=O)CSc1nc(N)nc(C)c1Br
64	-2	2	COc1ccc(S(=O)(=O)N2CCOCC2)cc1C(=O)Nc1ccon1
65	-3	3	COc1cccc2c3c(c(C)nc12)CC(C)O3 (stereo not given)
66	1	-12	CCn1nnnc1SCC(=O)Nc1cc(OC)cc(OC)c1
67	1	-21	Cc1ccc(N2CN=c3s/c(=C\c4cccnc4)c(=O)n3C2)cc1
68	6	13	CCn1c(N2CCN(C(=O)C34CC5CC(CC(C5)C3)C4)CC2)nc2ccccc21
69	3	12	Cc1ccc(-c2csc(N3CCC(NS(=O)(=O)c4ccc5c(c4)OCCO5)CC3)n2)cc1
70	0	0	O=C(Oc1ccc2[nH]cc(CCN3C(=O)c4ccccc4C3=O)c2c1)c1ccco1
71	2	8	COC(=O)CSc1nnc(-c2ccc(S(=O)(=O)N3CCC(C)CC3)cc2)o1
72	6	16	c1cc(-c2noc(-c3ccc4c(c3)OCO4)n2)ccn1
73	2	-1	CCc1ccc2[nH]c(=O)c(CN(Cc3ccco3)S(=O)(=O)c3ccc4c(c3)OCCO4)cc2c1
74	0	7	O=C(CN(C(=O)Cn1nnc(-c2ccc(F)cc2)n1)C1CCCC1)NC1CCCC1
75	3	9	COCn1c(-c2ccccc2)nc2ccccc21
76	4	7	CCSc1nc2n(n1)C(c1cccc(F)c1)C1=C(CCCC1=O)N2 (stereo not given)
77	-6	1	CCN1CCN(Cc2c(O)ccc3c(=O)c(-c4ccc(OC)c(OC)c4)c(C)oc23)CC1
78	5	8	Cn1c(=O)c2c(nc(SCC(=O)N3CCc4ccccc4C3)n2C)n(C)c1=O
79	4	-10	Cc1noc2nc(-c3cccs3)cc(-c3nnc4n3CCCCC4)c12
80	5	12	COc1cccc(Cn2c(N)c(C#N)c3nc4ccccc4nc32)c1OC

Continued:
no.	TNAP pNPP inh	TNAP inh Pi	SMILES
81	-3	4	Cc1[nH]c(=O)[nH]c1CN1CCCCC1
82	6	11	COc1ccc(CCNc2oc(COc3ccccc3)nc2C#N)cc1
83	1	8	COc1cc(OC)cc(C(=O)N(Cc2cc3cc(C)ccc3[nH]c2=O)C(C)C)c1
84	0	0	CCCc1c(CC)c(=N)c2ccccc2n1C
85	2	7	c1ccc(CCC2=NCCn3cccc32)cc1
86	1	13	CCOc1ccccc1NC(=O)C1CC2CCCC(C1)C2=O (stereo not given)
87	3	9	CN(C)c1nc2sc3c(c2c(=O)n1C)CC(C)(C)OC3
88	2	0	COCC(=O)Nc1cccc(C(F)(F)F)c1
89	-2	0	O=C(Oc1cccnc1)c1ccco1
90	0	-6	N#CC1=C(N)OC2=C(C(=O)CCC2)C1CCc1ccccc1 (stereo not given)
91	8	9	COc1ccccc1-c1nc(-c2ccc(C)nc2OC)no1
92	-1	12	COc1ccc(NC(=O)CSc2[nH]c(=O)cc(C)c2C#N)cc1OC
93	0	0	CC(C)Sc1nc(N2CCCC2)c2c(c1C#N)CC(C)(C)OC2
94	4	-11	CCN(CC)CCN1C(=O)C(=O)/C(=C(/O)c2ccc(Cl)cc2)C1c1ccncc1 (stereo not given)
95	-2	2	CCOC(=O)C(NC(=O)Nc1ncccn1)(Oc1ccccc1)C(F)(F)F (stereo not given)
96	0	0	O=C(Nc1ccccc1N1CCOCC1)c1ccc2c(c1)C(=O)N(Cc1ccncc1)C2=O
97	5	8	COc1ccc(C(=O)C(CN2CCCC2)c2ccccc2)cc1 (stereo not given)
98	7	20	CCOc1cc(C)nc(N2CCC(C(=O)Nc3ccccc3OCC)CC2)n1
99	6	-13	Cc1ccc(-c2c3c(=O)n(C)c(=O)n(C)c3c3nnc4ccccc4n23)cc1
100	-7	-1	Cc1ccn2cc(C(=O)NC3CCN(Cc4ccccc4)CC3)nc2c1

Continuation.
no.	TNAP pNPP inh	TNAP inh Pi	SMILES
101	5	10	Cc1ccc(-c2ccccc2NC(=O)C2C3C=CC(C3)C2C(=O)O)o1 (stereo not given)
102	-2	6	Cc1cc(C)nc(NCCCc2ccccc2)n1
103	0	0	CCOc1ccc(NC(=O)C2CC(=O)N(c3cc(C)cc(C)c3)C2)cc1 (stereo not given)
104	5	11	COc1ccc(-c2nnc3n2N=C(c2ccccc2)CS3)cc1OC
105	-12	-7	CCOC(=O)C1C(=O)CC(C)(O)C(C(=O)OCC)C1/C=C/c1ccccc1 (stereo not given)
106	2	2	CCN(C(=O)CSc1nncs1)c1c(N)n(Cc2ccccc2)c(=O)[nH]c1=O
107	6	-12	COc1ccccc1Nc1ncccc1C(=O)O
108	1	17	O=C(O)C1CCCN1S(=O)(=O)c1ccc2c(c1)CCC2 (stereo not given)
109	1	-8	Cc1cc(C)nc(/N=C2/NC(=O)CS2)n1
110	4	-6	CC(C)CCn1c(CN2CCN(Cc3ccccc3)CC2)nc2c1c(=O)[nH]c(=O)n2C
111	-15	-13	C/C(=N\O)C(=O)NCCCn1ccnc1
112	4	1	Cc1cc(OCCOCCN2CCCC2)ccc1C(C)C
113	0	0	Cc1cc(C)nc(SCc2cccc(C(=O)O)c2)n1
114	-1	6	O=C(C(Cc1ccccc1)N1C(=O)C2C3C=CC(C3)C2C1=O)N1CCCCC1 (stereo not given)
115	0	9	O=C(Nc1ccc2oc(=O)ccc2c1)c1ccco1
116	-2	4	N#CCCSCc1ccc(OCC(=O)O)cc1
117	-1	1	CC(=O)Nc1ccc(-c2cc3ccccc3o2)cc1
118	3	6	COc1ccccc1C(=O)NCCc1nc2ccccc2[nH]1
119	6	7	O=C1CCCC2=C1C(c1cccs1)n1nc(SCc3ccccc3)nc1N2 (stereo not given)
120	1	5	Cc1nnc(SCC(=O)N2CCOCC2)c2ccccc12

18 entries already listed, sorted by molar mass, ascending:
no.	TNAP pNPP inh	TNAP inh Pi	SMILES
57	3	-8	Cc1ccccc1-c1n[nH]c(=S)o1
84	0	0	CCCc1c(CC)c(=N)c2ccccc2n1C
102	-2	6	Cc1cc(C)nc(NCCCc2ccccc2)n1
14	0	-4	O=C(COc1ccc(F)cc1)NCC1CCCO1 (stereo not given)
33	3	11	O=C1c2ccccc2C2NC(=O)C3(CCCCC3)N12 (stereo not given)
44	5	13	CCCCCCn1cc(C(=O)O)c(=O)c2ccccc21
28	3	6	COc1cccc(OC)c1C(=O)N1CC(C)OC(C)C1 (stereo not given)
63	3	8	COC(=O)CSc1nc(N)nc(C)c1Br
41	4	-19	Cc1nc2ccccc2c2nc(NC(=O)Cc3ccccc3)nn12
21	-2	0	COc1cc2nc3c4ccccc4n(CC#N)c3nc2cc1OC
38	2	15	CCN(CC)c1ccc2c(C)c(CN3CCOCC3)c(=O)oc2c1
58	1	5	CCOC(=O)CC(=O)CSc1nnc2sc3ccccc3n12
99	6	-13	Cc1ccc(-c2c3c(=O)n(C)c(=O)n(C)c3c3nnc4ccccc4n23)cc1
83	1	8	COc1cc(OC)cc(C(=O)N(Cc2cc3cc(C)ccc3[nH]c2=O)C(C)C)c1
19	4	7	CN(c1ccc(C(=O)Nc2ccccc2C(=O)N2CCCC2)cc1)S(C)(=O)=O
110	4	-6	CC(C)CCn1c(CN2CCN(Cc3ccccc3)CC2)nc2c1c(=O)[nH]c(=O)n2C
77	-6	1	CCN1CCN(Cc2c(O)ccc3c(=O)c(-c4ccc(OC)c(OC)c4)c(C)oc23)CC1
42	0	0	CCOC(=O)c1ccccc1NC(=O)c1ccc(Cl)c(S(=O)(=O)N2CCOCC2)c1

(listing goes on)
no.	TNAP pNPP inh	TNAP inh Pi	SMILES
121	8	-18	Cn1nnnc1SCCOc1ccc(C#N)cc1
122	-13	-4	CCNC(=O)NC(=O)C(C)SCc1ccccc1C (stereo not given)
123	7	2	CCCN(CCO)Cc1cccc(Cl)c1
124	6	9	O=C(NCCN1CCCCC1)c1ccc(=O)oc1
125	0	0	O=C(N1CCOCC1)C12CCC3CC(CC(C3)C1)C2
